PGK inhibitor – T. brucei PGK inhibition; P07378; AID 602233; PGK/GAPDH coupled, Kinase-Glo luminescence, 60 min; 380,000 compounds, 0.043% hits; Potency, µM (top dose mostly 57.5 µM), for the others: at the highest dose activity change, negative = inhibition, actives largely listed as inhibitors; further: on the % scale 0 is the no-effect control and ±100 the full control effect; nearly all actives have a fitted effect of over 60% in size
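Recombinant glycosomal PGK reaction used 1,3-bisphosphoglycerate generated in-well by GAPDH (100nM final) in 100mM TEA pH 7.6, 5mM MgCl2, 0.01% Tween-20. After 60 minutes at room temperature, ATP was read by Kinase-Glo Plus luminescence end-point.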
G9a block – blocks human histone lysine methyltransferase G9a. Q96KQ7. G9a H3K9 monomethylation, AlphaScreen, 2 h. Potency, µM (doses to about 102 µM), inactives show at the top dose activity, negative = inhibition, hits mostly inhibitors. 350,000 compounds, 8.8% hits. AID 504332; further: on the % scale 0 is the no-effect control and ±100 the full control effect; nearly all actives have a fitted effect of over 75% in size
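Step 1: enzyme (final 20 nM) with compound, 15 min RT. Step 2: substrate peptide 500 nM and SAM 20 uM, 2 h RT. Step 3: anti-H3K9me1 antibody and AlphaScreen beads, 10 min, then plate read.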
HP1b chromo inh – inhibitors of HP1-beta chromodomain binding to methylated histone tails | AID 540317 | 390,000 compounds, 0.56% hits | AlphaScreen HP1-beta / biotin-H3K9me3 peptide binding | P83916 | Potency, µM (titrated, usually from 114 µM), for inactives: at the highest dose activity change, negative = inhibition, actives largely listed as inhibitors; further: nearly all actives have a fitted effect of over 70% in size; inactives centre near 23
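AlphaScreen: HP1-beta (50 nM) preformed 30 min with biotin-H3(1-18)K9me3 peptide (50 nM) in PBS pH 7.4, 0.01% Tween-20. Compound added for 30 min at RT, then streptavidin donor/nickel chelate acceptor beads (10 ug/mL) for 30 min.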
BAZ2B block – inhibitors of human BAZ2B bromodomain. Q9UIF8. AlphaScreen BAZ2B-H3K14Ac peptide displacement. Potency, µM (series often up to 114 µM), without a hit: at the top dose activity change, negative = inhibition, hits mostly inhibitors. 360,000 compounds, 4.4% hits. AID 504333; further: on the % scale 0 is the no-effect control and ±100 the full control effect; nearly all actives have a fitted effect of over 60% in size
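BAZ2B (50 nM) with biotin-H3(5-23)K14Ac peptide (50 nM) in PBS pH 7.4, 0.01% Tween-20, preformed 30 min, then compound 30 min at room temperature; top concentration 110uM. AlphaScreen streptavidin donor/nickel chelate acceptor beads (10 ug/mL final), 20 min dark, signal read.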
JMJD2A Tudor – inhibitors of human JMJD2A Tudor domain | O75164 | AlphaScreen JMJD2A-Tudor / H3K4me3 peptide binding | Potency, µM (series often up to 114 µM), without a hit: top-dose activity change, negative = inhibition, hits mostly inhibitors | 390,000 compounds, 4.4% hits | AID 504339; further: on the % scale 0 is the no-effect control and ±100 the full control effect; nearly all actives have a fitted effect of over 50% in size
GLS inhibitor – inhibitors of human glutaminase (GLS) | O94925 | GLS enzymatic activity, qHTS titration | Potency, µM (series often up to 45.5 µM), inactives show at the highest dose activity change, negative = inhibition, actives largely listed as inhibitors | 410,000 compounds, 0.21% hits | AID 624170; further: on the % scale 0 is the no-effect control and ±100 the full control effect
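Assay buffer: 45 mM KH2PO4 pH 8.2, 0.02% Tween-20. hKGA acts on L-glutamine (1 mM solution added); product glutamate is reported by an oxidase/peroxidase Amplex Red coupling, with fluorescence taken at baseline and 30 min.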
POLI inh – inhibitors of human DNA polymerase iota; AID 588590; Pol iota fluorescent replication assay, 10 min; 390,000 compounds, 1% hits; Potency, µM (doses to about 115 µM), for inactives: at the top dose activity, negative = inhibition, most hits filed as inhibitors
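Pol iota at 10 nM preincubated 15 min with compounds at room temperature; reaction started with fluorescent substrate, 50 nM final. Fluorescence read kinetically at 0 and 10 min; buffer-only wells as negative control.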
Pin1 inhibitor – inhibitors of human Pin1; Q13526; Pin1 FP peptide displacement, HiFluor488, 10 min; Potency, µM (top dose mostly 115 µM), for the others: at the highest dose activity, negative = inhibition, actives largely listed as inhibitors; 390,000 compounds, 0.009% hits; AID 504891; active means well fitted inhibition curve with a large enough effect in the polarisation, with a control signal flat, not every such curve was filed as active; inconclusive means small, poorly fitted or top-dose-only effect, or effect the other way, or a change in a side signal; inactive means no such curve, though single readings can be large or run the other way; the % refers to the polarisation; further: on the % scale 0 is the no-effect control and ±100 the full control effect
BLM inh – Bloom syndrome helicase (human) inhibition. Potency, µM (series often up to 56.1 µM), for inactives: at the highest dose activity change, negative = inhibition, most hits filed as inhibitors. AID 2528. P54132. recombinant BLM DNA unwinding, fluorescence dequenching. 350,000 compounds, 0.2% hits;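 further: plate controls were vehicle for no effect and no enzyme for full effect; nearly all actives have a fitted effect of over 35% in size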
The depositor's hits bear a star; i = inactive; ? = inconclusive; · = no result given; & = joins results of further samples; [ ] = dose if it differs, or a comment. Unless noted, the call rests on the fitted dose curve; in most records, active means well fitted curve in the direction sought with a large enough effect; inconclusive means small, poorly fitted or top-dose-only effect, or another doubt; inactive means no such curve, though single readings can be large; an effect the other way counts as inactive or inconclusive. Potency means the concentration at half of the fitted maximal effect. These rows are one share of the data. The share of hits here may be higher or lower than overall.

PGK inhibitor | G9a block | HP1b chromo inh | BAZ2B block | JMJD2A Tudor | GLS inhibitor | POLI inh | Pin1 inhibitor | BLM inh | Compound
9% | -18%[0.501 µM] | 27% | 7% | -3% | -3% | 51%[activator] | 0% | · | CN(C(=O)COC(=O)c1ccc(F)c(S(=O)(=O)N2CCOCC2)c1)C1CCS(=O)(=O)C1 (stereo unspecified)
i | -38% | 18% | 6% | -12% | 1% | -17% | 0% | 2% | CN(CCNS(=O)(=O)c1ccc2c(c1)oc(=O)n2C)Cc1ccccc1
-4% | -7% | 48%[activator] | 7% | -9% | 0% | 10% | -4% | · | CCOc1ncccc1C(=O)NNC(=O)c1csc(N2CCOCC2)n1
4%[11.5 µM] | 6%[12.7 µM] | 16% | ? | -24% | 16% | 22% | 0% | -8% | Cc1cc2cc(CNC(=O)NC3CCCCC3)ccc2[nH]1
-1% | 29%[59 µM] | 23% | -7% | ? | -1% | 29% | -8% | 1% | Cc1cccc(NC(=S)N=Nc2c(O)n(CN3CCOCC3)c3ccccc23)c1C
-2% | -5% | 31% | -18% | -15% | 6% | 34%[activator] | -8% | 0% | O=C(NNc1nc2c(F)cc(F)cc2s1)c1ccccc1
1% | 18% | 33% | 4% | 13% | 2% | -5% | 1% | 1% | Cc1ccc(NC(=O)C(=S)NCc2ccco2)cc1
-6% | -6%[59 µM] | 4% | 1% | -17% | -4% | 21% | 1% | -1% | CCOc1ccc(C2CC(=O)NC(NC(=O)c3ccc(C)cc3)=N2)cc1 (stereo unspecified)
3% | 71µM* | 17% | 6% | -13% | 1% | ? | 17% | -1% | O=C(Nc1nc2ccccc2c(=O)s1)c1ccc(F)cc1Cl
-4% | 20µM* | -11% | 50µM* | 45µM* | -3% | -4% | ? | -18% | COc1cccc(C2C3=C(N=c4s/c(=C\c5ccc(OCC(=O)O)cc5)c(=O)n42)c2ccccc2CC3)c1 (stereo unspecified)
0% | · | 22% | -17% | -11% | 0% | 34%[activator] | -2% | -2% | CCOC(=O)CC(=O)CSc1nccc(-c2cccnc2)n1
0% | 50µM* | 22% | -1% | 0% | 4% | -3% | -1% | · | CCOC(=O)N1CCN(S(=O)(=O)CCNC(=O)c2cccc(OC)c2)CC1

Reprinted at random: 6 compounds from above
PGK inhibitor | G9a block | HP1b chromo inh | BAZ2B block | JMJD2A Tudor | GLS inhibitor | POLI inh | Pin1 inhibitor | BLM inh | Compound
-1% | 29%[59 µM] | 23% | -7% | ? | -1% | 29% | -8% | 1% | Cc1cccc(NC(=S)N=Nc2c(O)n(CN3CCOCC3)c3ccccc23)c1C
9% | -18%[0.501 µM] | 27% | 7% | -3% | -3% | 51%[activator] | 0% | · | CN(C(=O)COC(=O)c1ccc(F)c(S(=O)(=O)N2CCOCC2)c1)C1CCS(=O)(=O)C1 (stereo unspecified)
-4% | 20µM* | -11% | 50µM* | 45µM* | -3% | -4% | ? | -18% | COc1cccc(C2C3=C(N=c4s/c(=C\c5ccc(OCC(=O)O)cc5)c(=O)n42)c2ccccc2CC3)c1 (stereo unspecified)
3% | 71µM* | 17% | 6% | -13% | 1% | ? | 17% | -1% | O=C(Nc1nc2ccccc2c(=O)s1)c1ccc(F)cc1Cl
i | -38% | 18% | 6% | -12% | 1% | -17% | 0% | 2% | CN(CCNS(=O)(=O)c1ccc2c(c1)oc(=O)n2C)Cc1ccccc1
-2% | -5% | 31% | -18% | -15% | 6% | 34%[activator] | -8% | 0% | O=C(NNc1nc2c(F)cc(F)cc2s1)c1ccccc1

Following part:
PGK inhibitor | G9a block | HP1b chromo inh | BAZ2B block | JMJD2A Tudor | GLS inhibitor | POLI inh | Pin1 inhibitor | BLM inh | Compound
3% | 22% | 27% | -17% | 1% | 17% | 5% | -22% | -1% | Cc1cc(C)n2nc(C(=O)N3CCCC(Nc4ccc(F)c(F)c4)C3)cc2n1 (stereo unspecified)
-1% | ? | 17% | -7% | -31% | 0% | 25% | 8% | -7% | Cc1ccc(C2Nc3ccc4ccccc4c3C3=C2C(=O)CC(C)(C)C3)o1 (stereo unspecified)
· | · | 32%[activator] | -26% | -30% | 10% | 8% | -1% | -11% | COc1ccccc1NC(=S)NC(=O)c1c(-c2ccccc2Cl)noc1C
0% | 10%[59 µM] | 24% | -29% | -3% | 26% | 3% | 1% | -3% | Nc1nc2n(c1C(=O)c1ccccc1)CCC2
-5% | 1%[59 µM] | 26% | -10% | -4% | 5% | ? | 8% | -3% | COc1ccc(C)cc1S(=O)(=O)N1CCN(c2cccc(Cl)c2)CC1
i | 32% | 32% | -15% | 6% | -17% | 15% | 2% | -3% | COc1ccc(C(=O)NCCn2nc(C)cc2C)cc1OC1CCN(C(C)=O)CC1
-4% | -13% | 12% | -3% | -18% | 5% | 17% | -6% | · | Cc1c(Cl)ccc2sc(N3CCN(C(=O)C4=COCCO4)CC3)nc12
-4% | ? | -5% | ? | -24% | 3% | 13% | -9% | -3% | Cc1ccccc1OCC(=O)Nc1nnc(S(=O)(=O)N(C)c2ccccc2)s1
-8% | -1% | 14% | -30% | -22% | -7% | 3% | 24% | -11% | CC1CCN(S(=O)(=O)c2ccc(NC(=O)CCN3C(=O)c4ccccc4C3=O)cc2)CC1
-9% | 56µM* | 28% | -3% | -3% | 11% | -5% | 12% | -9% | N#CC1=C(N)Oc2cc(O)ccc2C1c1cccs1 (stereo unspecified)
1% | 13% | 21% | -14% | -3% | -1% | 7% | -2% | -2% | N#Cc1ccc(NC(=O)Cn2cnc(S(=O)(=O)N3CCCC3)c2)cc1
0% | 4%[59 µM] | 22% | -7% | -8% | -1% | 62%[activator] | -5% | -11% | O=C(Cn1cc(SCc2ccccc2F)c2ccccc21)N1CCCCC1
-8% | 20%[59 µM] | 107%[activator] | 17% | -9% | -2% | -6% | -14% | 1% | CCCCNC(=O)C1CCC(Cn2c(=O)c3sccc3n(CC(=O)N3CCCC3)c2=O)CC1 (stereo unspecified)
-10% | 1%[59 µM] | 32% | 2% | -12% | 6% | 36%[activator] | 0% | 1% | Cc1cc(C)c(NC(=O)c2cc3c(=O)n4ccccc4nc3n2C)c(C)c1
-9% | ? | 21% | 1% | -12% | 0% | 20% | 1% | -1% | O=C(CSc1nc2c(c(=O)[nH]1)CN(Cc1ccc(F)cc1)CC2)Nc1ccccc1Cl
9% | · | 14% | · | ? | 10% | 36%[activator] | 4% | · | COc1cc(C(=O)OCCNC(=O)c2cccnc2)cc(OC)c1OC
-3% | 23%[59 µM] | 36% | -4% | -9% | -1% | -12% | 1% | · | O=C(NCc1ccccn1)c1cc(S(=O)(=O)N2CCCCC2)ccc1Cl
i | 14%[59 µM] | 9% | 8% | 56µM* | ? | 37%[activator] | 6% | -5% | Cc1ccc(NC(=O)COC(=O)C2CC3C=CC2C3)cc1S(=O)(=O)N1CCCCC1 (stereo unspecified)
2% | 9%[12.7 µM] | 17% | 7% | -17% | 9% | -5% | -6% | · | CCOc1cc(/C=N/NC(=O)c2ccccc2OCc2ccc(F)cc2)ccc1O
i | -7% | 42%[activator] | -24% | -7%&-3% | 7% | 30% | -2%&0% | -4% | Cc1ccc(NS(=O)(=O)c2ccc3c(c2)NC(=O)CO3)cc1C
-14% | 8% | -14% | -1% | ? | 0% | 51%[activator] | -6% | · | Cc1csc2nc(O)c(C(=O)NC3CCCCC3C)c(=O)n12 (stereo unspecified)
0% | ? | 10% | -26% | -5% | -8% | 6% | 6% | -4% | CCn1cc(C(=O)NCCOC)c(=O)c2ccc(C)nc21
-2% | -6%[59 µM] | 4% | -36% | -16% | -3% | 0% | -3% | 2% | CCOC(=O)/C(C#N)=C1/C=Cc2ccccc2N1CC
7% | ? | 6% | 45µM* | -22% | 3% | 151%[activator] | 0% | -1% | Cc1csc(=Nc2cccnc2)n1CC1CCCCC1
i | · | 33% | -5% | -1% | 3% | 28% | -10% | 4% | Cc1ccc(C(=O)COc2cc(O)c3c(=O)cc(-c4ccccc4)oc3c2)cc1
-2% | -12% | 24% | -13%[57.1 µM] | -1% | -13% | 23% | -6% | 6% | CC(C)N(C)C1CCN(S(=O)(=O)c2ccc(-c3ccc(=O)[nH]n3)s2)CC1
-7% | 11%[59 µM] | 24% | -30% | -20% | -5% | ? | 5% | -1% | COc1ccccc1C(=O)Nc1nnc(SCC(=O)NCc2ccco2)s1
i | 14µM* | -22% | -13% | ? | 2% | 24% | ? | -2% | O=S(=O)(c1cccc(-c2n[nH]c(=S)o2)c1)N1CCOCC1
i | 21% | -10% | -3% | ? | -15% | 168%[activator] | -10% | -2% | O=Cc1c(NCCCN2CCCC2=O)c2ccccc2[nH]c1=O
-3% | -8%[59 µM] | 40%[activator] | -13% | -7% | 0% | -4% | 0% | -5% | O=C1CN(C(=O)CSc2nc3ccccc3c(=O)n2CC2CCCO2)c2ccccc2N1 (stereo unspecified)
· | · | 7%[57 µM] | · | -12%[57.1 µM] | · | -11% | 0% | · | CN1CCc2c(c3cnc4cc(Cl)ccc4c3n2C)C1
1% | 35µM* | 20% | -17% | -30% | ? | -23% | 2% | -2% | Cc1ccc(-c2nc3ccccc3nc2NN)cc1
-2% | ? | 35% | -30% | -29% | 5% | 10% | -12% | -1% | Cc1ccc(C2/C(=C(/O)c3ccccc3)C(=O)C(=O)N2CCN2CCOCC2)o1 (stereo unspecified)
-3% | -9% | 31% | 4% | 4% | -4% | 14% | 4% | -5% | COc1ccccc1C(=O)C1CCCN(C(=O)c2ccccc2Cl)C1 (stereo unspecified)

Screens from PubChem.
